All columns: NCI-60 one-dose screen, growth in % after 48 h at 10 µM unless noted; 100 = growth as untreated, 0 = no growth, -100 = all killed.
HT29: HT29 colon cancer | hit rate 7.4% among 81,000 | AID 1794748
HCT-116: HCT-116 colon cancer; hit rate 7.3% among 82,000
HCT-15: HCT-15 colon cancer; hit rate 5.2% among 82,000
SW-620: SW-620 colon cancer; hit rate 5.2% among 82,000; AID 1794795
NCI-H226: NCI-H226 lung cancer; hit rate 3.5% among 79,000
COLO 205: COLO 205 colon cancer | hit rate 7.3% among 79,000 | AID 1794742
KM12: KM12 colon cancer cells; AID 1794800; hit rate 5% among 82,000
NCI-H460: NCI-H460 lung cancer; hit rate 6.8% among 82,000
NCI-H322M: NCI-H322M lung cancer; hit rate 2.7% among 80,000; AID 1794733
Active calls of the source: *; nt = not tested or not shown; & = joins results of further samples. The calls were made as follows: active = growth percent below 10; inactive = the rest.

The line under a structure holds: HT29	HCT-116	HCT-15	SW-620	NCI-H226	COLO 205	KM12	NCI-H460	NCI-H322M
O=C(Nc1cccc(Cl)c1)OCCCl
 : 70	62	62	91	79	100	69	68	96
Nc1ccc(F)cc1[N+](=O)[O-]
 : nt	99	103	107	102	107	104	108	102
CC(Cc1ccc(O)c(O)c1)(NN)C(=O)O (stereo not drawn)
 : 111	103	106	108	96	102	111	121	99
O=C1CCCc2ccc(Cl)cc21
 : 95	101	101	102	89	108	105	105	88
N#Cc1ccccc1-c1ccc(CN2C(=O)Cc3cc(CCn4ccnc4)c(Cl)cc32)cc1
 : 99	100	99	92	96	115	97	97	95
CCC(=O)Oc1cc(/C=C/C(=O)O[C@H]2C[C@H]3CN4CCc5c([nH]c6cc(OC)ccc56)[C@@H]4C[C@@H]3[C@@H](C(=O)OC)[C@@H]2OC)ccc1OC
 : -1.7*	53	60	83	67	70	95	94	122
C/C=C(C)/C=N/Nc1nc(-c2ccc(OC)cc2)cs1
 : 103	76	87	95	95	105	84	91	97
Cc1ccccc1N=C(N)N
 : 111	105	107	103	102	108	103	108	98
COc1ccc(N2C(=O)[C@@H](O)[C@H]2/C=C/c2ccccc2)cc1
 : 105	100	100	92	88	107	104	101	97
Cc1cc(C=O)c2c3c(oc2c1)C(=O)c1c(OC2CC(O)[C@@H](O)[C@H](C)O2)cccc1C3=O (stereo partly drawn)
 : 97	87	95	112	94	102	98	105	94
O=C(O)Cn1ccc2ccccc21
 : 106	97	111	99	110	153	109	103	100
CNC(=O)c1cc(Oc2ccc3nc(NC(=O)c4ccc(CN5CCCN(C)CC5)c(C(F)(F)F)c4)sc3c2)ccn1
 : -75*	6.0*	-21*	-71*	83	-64*	30	5.6*	32
CCC(O)(CC)c1ccccc1
 : 104	106	104	104	98	116	110	105	107
CCOC(=O)C(C#N)c1ccc2ccccc2c1 (stereo not drawn)
 : 97	93	101	104	95	114	101	104	93
CCOC(=O)/C(OCC)=C(\C#N)c1ccccc1
 : 100	106	98	102	109	112	98	104	103
Cc1ccccc1OCC(O)CN1CCN(c2ccc(Cl)cc2)CC1 (stereo not drawn)
 : 101	97	111	106	117	129	119	105	121
C=C1C(=O)OCC1C(=O)O (stereo not drawn)
 : 96	106	97	108	103	112	114	117	99
O=C1Nc2ccccc2/C1=C/C(=O)c1ccc(N2CCCCC2)cc1
 : 33	93	80	-23*	87	75	90	78	97
CCC(CCNc1cc(OC)cc2cccnc12)CN1C(=O)c2ccccc2C1=O (stereo not drawn)
 : 105	99	93	135	99	113	99	138	112
Cc1c(C(=O)NCCCC(=O)NO)sc2ncnc(Nc3ccc(F)c(Cl)c3)c12
 : 107	106	100	103	89	119	102	102	105
CCCCCCCCCCCCNC(=O)N1C(=O)CCN1C
 : 80	95	96	101	nt	102	106	106	104
Cc1ccc(C[n+]2cc([O-])on2)cc1C
 : 100	104	99	113	99	121	102	114	98
CC1=C2C(c3ccccc3)=NCCC2NC(=O)N1 (stereo not drawn)
 : 102	103	100	101	nt	104	100	101	99
COc1ccc(C(=O)/C=N/O)cc1
 : 102	110	102	111	101	99	110	103	89
CCCCCCCCCCCC1=NCCCN1CCCC
 : 86	84	92	97	103	98	103	101	98
COc1ccc(NC(=O)c2sc3nc4c(cc3c2N)CCCC4)cc1
 : 0.4*	30	29	37	51	14	26	19	53
Nc1ccc2ccccc2c1S(=O)(=O)O
 : 115	102	112	114	105	130	109	112	96
Nc1n[nH]c2cccc(C#Cc3cccc(NC(=O)c4ccc(N5CCOCC5)c(C(F)(F)F)c4)c3)c12
 : 3.3*	2.8*	8.4*	21	-0.1*	-18*	21	19	10
CN1CCN(C(=O)OCCOCCOC(=O)N2CCN(C)CC2)CC1
 : 101	95	96	117	nt	102	104	107	105
C#CCOc1cc(C)c(C)cc1C(=O)c1cc(-c2ccc(OC)cc2)c(=O)n(CC#C)c1
 : 100	93	89	98	83	109	102	99	88
COc1ccc(NC(=O)C2=C(C)Nc3ncnn3C2c2ccc(C)cc2)cc1 (stereo not drawn)
 : 91	106	102	110	114	125	107	114	113
Cc1ccc2[nH]c(-c3ccc(S(C)(=O)=O)cc3)c(/C=N/NC(N)=O)c2c1
 : 109	103	104	91	97	112	95	98	98
O=C1CSC(c2ccc(C(F)(F)F)cc2)N1NC(=O)C(O)(c1ccccc1)c1ccccc1 (stereo not drawn)
 : 79	78	75	97	97	100	75	98	102
O=S(=O)(O)c1cc(Cl)ccc1Cl
 : 102	97	108	104	107	132	108	111	107
N#C/C(=C\c1cccc(F)c1)c1nc(N)nc(Nc2ccc(S(N)(=O)=O)cc2)n1
 : 104	107	100	101	92	97	99	104	98
Cc1ccc(C2=NN(C(=O)c3ccc(S(C)(=O)=O)cc3)C(c3ccc(C)cc3)C2)cc1 (stereo not drawn)
 : 86	63	55	75	93	67	63	83	88
CC(C)(C)CC(N)CC(C)(C)C
 : 102	101	103	99	96	106	96	108	98
O=C(CSc1nnc2n3c(nn12)SCC(c1ccccc1)=N3)c1ccccc1
 : 111	104	104	107	102	120	104	103	109
COc1cc(/C=N/n2c(C)nc3c(c(C)nn3-c3ccccc3)c2=O)ccc1O
 : 108	97	98	104	99	128	101	103	111
COc1ccc(/C=N/C2=C(C#N)C(c3ccc([N+](=O)[O-])cc3)c3c(ccc4ccccc34)O2)cc1 (stereo not drawn)
 : 103	93	92	97	86	107	96	96	91
NC(CO)C(=O)O (stereo not drawn)
 : 106	105	101	100	nt	118	102	107	107
O=[N+]([O-])c1ccc(C2N(Cc3ccc(Cl)cc3)CCN2Cc2ccc(Cl)cc2)cc1
 : 73	73	85	98	95	nt	101	101	75
Cc1cc([N+](=O)[O-])cc(Cl)c1O
 : 99	108	101	107	112	111	110	106	111
COc1ccc(C(=O)/C=C/c2ccc(N3CCN(C)CC3)cc2)cc1OC
 : 84	69	64	87	90	98	92	85	81
COc1ccc(OC)c(-c2cc(-c3ccccc3)c3c(N)c(C(=O)c4ccccc4)sc3n2)c1
 : 83	92	99	108	96	103	108	102	92
Cc1cc(N2CCN(C)CC2)nc(NCc2cc(Nc3ccnc4cc(Cl)ccc34)ccc2F)n1
 : -56*	-45*	-18*	-19*	40	-62*	13	-54*	8.4*
COc1ccc(-n2ncc3c4[nH]c(=O)c(S(=O)(=O)c5ccccc5)cc4ccc32)cc1
 : 105	105	112	98	109	119	98	101	nt
CCc1nc2cc(Cl)ccc2c(=O)n1-c1c(CC(=O)O)cnn1C
 : 103	102	103	95	94	109	98	109	82
c1ccc(-c2nn[nH]n2)c(-c2ccc(CN3CCN(c4nsc5ccccc45)CC3)cc2)c1
 : 59	77	83	89	105	114	101	98	97
COc1cc(-c2nc(SCCC(C)C)nc(Nc3ccc(S(N)(=O)=O)cc3)c2C#N)cc(OC)c1OC
 : 2.8*	3.8*	14	36	44	30	20	20	73
CC1(C)CC(=O)c2cc3c(N)c(C(=O)Nc4ccc(Cl)cc4)sc3nc2C1
 : 96	108	108	109	108	117	117	109	114
O=C(C(=O)N1CCCC1)c1ccc(OC2OC(COCc3ccccc3)C(OCc3ccccc3)C(OCc3ccccc3)C2OCc2ccccc2)cc1 (stereo not drawn)
 : 91	81	97	nt	97	127	103	105	108
COc1c(C)c2c(c(O)c1C/C=C(\C)CCC(=O)O)C(=O)OC2
 : 13	13	21	22	59	39	29	9.2*	38
O=C(COc1ccc(-c2nc3ccccc3[nH]2)cc1)N=Nc1c(O)[nH]c2ccc([N+](=O)[O-])cc12
 : 102	100	105	100	99	109	98	105	93
Oc1[nH]c2cc(Cl)ccc2c1/C=c1/ccc2c(c1)N=C(c1ccc(C(F)(F)F)cc1)N=2
 : 94	104	95	114	116	115	103	106	112
CN(C)C(=S)N/N=C\C=N/NC(=S)N(C)C
 : 13	0.4*	32	64	77	-1.7*	81	24	49
Cc1ccc(C(=O)Nc2ccc(N3CCOCC3)cc2)cc1Nc1ncnc2nc[nH]c12
 : 86	92	101	100	99	77	87	99	101
C1=C(c2ccc(-c3ccccc3)cc2)CCCC1
 : 105	90	102	95	89	83	92	98	97
CCCCOc1nc2c(C)cccc2cc1C(c1cn(CCCC)c2ccccc12)c1cn(CCCC)c2ccccc12
 : 120	103	101	104	95	117	112	111	112
COc1ccccc1C(C[N+](=O)[O-])c1c(-c2ccccc2)[nH]c2cc(C)ccc12 (stereo not drawn)
 : 36	54	44	55	53	78	63	85	90

Complete entries as entered above. Screens in order: HT29, HCT-116, HCT-15, SW-620, NCI-H226, COLO 205, KM12, NCI-H460, NCI-H322M
Entry for O=C(Nc1cccc(Cl)c1)OCCCl → 70, 62, 62, 91, 79, 100, 69, 68, 96
Entry for O=C1Nc2ccccc2/C1=C/C(=O)c1ccc(N2CCCCC2)cc1 → 33, 93, 80, -23*, 87, 75, 90, 78, 97

(further entries)
The line under a structure holds: HT29	HCT-116	HCT-15	SW-620	NCI-H226	COLO 205	KM12	NCI-H460	NCI-H322M
CCOC(=O)C1=C(N)N(c2ccccc2)C2=C(C(=O)CC(C)(C)C2)C1c1ccc(F)cc1 (stereo not drawn)
 : 112	104	103	110	97	107	111	117	100
COc1ccc(C(C#N)NCCCCCCNC(C#N)c2ccc(OC)cc2)cc1 (stereo not drawn)
 : 106	89	103	83	103	103	100	18	111
CC(C(=O)c1ccccc1)C1(O)C(=O)Nc2ccc(Cl)cc21 (stereo not drawn)
 : 90	89	103	98	80	92	107	101	101
CCOC(=O)c1c(CN2CCCC2)nc2ccc(Cl)cc2c1-c1ccccc1
 : 67	72	89	88	97	108	94	97	113
CN1CCC(OC(c2ccccc2)c2ccccc2)CC1
 : 108&78	96&86	109&100	100&97	104&91	116&89	108&101	113&107	118&67
N#Cc1c(N=Cc2ccccc2)n[nH]c1Nc1ccccc1
 : 129	109	104	101	107	111	98	109	103
CCCCCCCC/C=C\CCCCCCCC(=O)Oc1c(Cl)cc(Cl)cc1[N+](=O)[O-]
 : 122	94	127	115	113	134	120	124	114
CC(=O)Nc1ccc2c(c1)-c1ccc(F)cc1C2
 : 107	115	98	96	97	106	nt	101	109
COc1cc(CNC(=O)CSc2nc3ccccc3c(=O)n2Cc2cc(OC)c(OC)c(OC)c2)cc(OC)c1OC
 : 108	98	97	109	94	105	102	108	95

Reformatted: entries from further up.
mol	HT29	HCT-116	HCT-15	SW-620	NCI-H226	COLO 205	KM12	NCI-H460	NCI-H322M
Oc1[nH]c2cc(Cl)ccc2c1/C=c1/ccc2c(c1)N=C(c1ccc(C(F)(F)F)cc1)N=2	94	104	95	114	116	115	103	106	112
CN(C)C(=S)N/N=C\C=N/NC(=S)N(C)C	13	0.4*	32	64	77	-1.7*	81	24	49
Cc1ccc(C(=O)Nc2ccc(N3CCOCC3)cc2)cc1Nc1ncnc2nc[nH]c12	86	92	101	100	99	77	87	99	101
C1=C(c2ccc(-c3ccccc3)cc2)CCCC1	105	90	102	95	89	83	92	98	97
CCCCOc1nc2c(C)cccc2cc1C(c1cn(CCCC)c2ccccc12)c1cn(CCCC)c2ccccc12	120	103	101	104	95	117	112	111	112
COc1ccccc1C(C[N+](=O)[O-])c1c(-c2ccccc2)[nH]c2cc(C)ccc12 (stereo not drawn)	36	54	44	55	53	78	63	85	90
CCOC(=O)C1=C(N)N(c2ccccc2)C2=C(C(=O)CC(C)(C)C2)C1c1ccc(F)cc1 (stereo not drawn)	112	104	103	110	97	107	111	117	100
COc1ccc(C(C#N)NCCCCCCNC(C#N)c2ccc(OC)cc2)cc1 (stereo not drawn)	106	89	103	83	103	103	100	18	111
CC(C(=O)c1ccccc1)C1(O)C(=O)Nc2ccc(Cl)cc21 (stereo not drawn)	90	89	103	98	80	92	107	101	101
CCOC(=O)c1c(CN2CCCC2)nc2ccc(Cl)cc2c1-c1ccccc1	67	72	89	88	97	108	94	97	113
CN1CCC(OC(c2ccccc2)c2ccccc2)CC1	108&78	96&86	109&100	100&97	104&91	116&89	108&101	113&107	118&67
N#Cc1c(N=Cc2ccccc2)n[nH]c1Nc1ccccc1	129	109	104	101	107	111	98	109	103
CCCCCCCC/C=C\CCCCCCCC(=O)Oc1c(Cl)cc(Cl)cc1[N+](=O)[O-]	122	94	127	115	113	134	120	124	114
CC(=O)Nc1ccc2c(c1)-c1ccc(F)cc1C2	107	115	98	96	97	106	nt	101	109
COc1cc(CNC(=O)CSc2nc3ccccc3c(=O)n2Cc2cc(OC)c(OC)c(OC)c2)cc(OC)c1OC	108	98	97	109	94	105	102	108	95

Compound activity (PubChem BioAssay)

The order is random. Share with any hit: about 11%.
